CRFBP-R2 block: antagonists of CRF-BP/CRF-R2 complex, primary screen, cell-based, HEK293, calcium dye fluorescence, uHTS; CRF-induced calcium fluorescence; inhibition, % at 11.8 µM; actives 0.59% (n = 350,000); AID 588475, 2011;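 active = inhibition of the ligand-induced calcium signal above about 50% at the single tested concentration, limit read from the data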
CHRM5 PAM: human M5 muscarinic receptor positive allosteric modulators, primary screen, CHO-K1 cells, Fluo-8 calcium fluorescence. AID 624038, 2012. actives 0.3% (n = 360,000). activation, % at 3 µM. Muscarinic acetylcholine receptor M5 (Homo sapiens), P08912. CHO-K1 hM5, ACh EC20 PAM; 0% = ACh EC20, 100% = ACh EC100;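 active = activation above the run cutoff, the mean activation of all test compounds plus 3 SD, cut at about 18% in these data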
Target sequence (P08912 whole entry, looked up): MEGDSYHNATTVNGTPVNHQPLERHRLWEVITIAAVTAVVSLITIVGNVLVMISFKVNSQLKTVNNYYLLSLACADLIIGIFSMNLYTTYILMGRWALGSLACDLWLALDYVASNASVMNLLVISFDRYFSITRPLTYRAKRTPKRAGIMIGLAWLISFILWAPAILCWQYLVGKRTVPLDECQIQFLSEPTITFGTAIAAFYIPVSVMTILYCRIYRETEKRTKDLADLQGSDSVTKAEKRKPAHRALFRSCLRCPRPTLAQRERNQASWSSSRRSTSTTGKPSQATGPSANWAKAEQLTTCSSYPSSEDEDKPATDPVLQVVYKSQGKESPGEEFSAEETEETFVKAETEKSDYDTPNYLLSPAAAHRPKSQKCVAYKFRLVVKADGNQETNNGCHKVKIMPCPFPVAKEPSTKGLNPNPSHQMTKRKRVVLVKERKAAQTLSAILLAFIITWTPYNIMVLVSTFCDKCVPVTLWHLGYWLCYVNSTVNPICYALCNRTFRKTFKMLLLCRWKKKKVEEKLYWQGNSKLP
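system = human M5 receptor in CHO-K1 cells | compound = one concentration, 3 µM final (nominal) | schedule = Post-acetylcholine fluorescence recording 140 s | signal = Fluo-8 calcium dye fluorescence, kinetic read | benchmarks = low control EC20 acetylcholine (0%), high control EC100 acetylcholine (100%) | repeats = singlicate, one well per test compound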
M1 PAM: human M1 muscarinic receptor positive allosteric modulators, primary screen, CHO-K1 cells, Fluo-8 calcium fluorescence, 1536-well; Muscarinic acetylcholine receptor M1 (Homo sapiens), P11229; AID 588819, 2011; actives 0.088% (n = 360,000); CHO-K1 hM1, ACh EC20; 0% = ACh EC20, 100% = maximal ACh; activation, % at 3 µM; in the data active = activation above about 19%, passing the limit was not always enough
Target sequence (P11229 whole entry, looked up): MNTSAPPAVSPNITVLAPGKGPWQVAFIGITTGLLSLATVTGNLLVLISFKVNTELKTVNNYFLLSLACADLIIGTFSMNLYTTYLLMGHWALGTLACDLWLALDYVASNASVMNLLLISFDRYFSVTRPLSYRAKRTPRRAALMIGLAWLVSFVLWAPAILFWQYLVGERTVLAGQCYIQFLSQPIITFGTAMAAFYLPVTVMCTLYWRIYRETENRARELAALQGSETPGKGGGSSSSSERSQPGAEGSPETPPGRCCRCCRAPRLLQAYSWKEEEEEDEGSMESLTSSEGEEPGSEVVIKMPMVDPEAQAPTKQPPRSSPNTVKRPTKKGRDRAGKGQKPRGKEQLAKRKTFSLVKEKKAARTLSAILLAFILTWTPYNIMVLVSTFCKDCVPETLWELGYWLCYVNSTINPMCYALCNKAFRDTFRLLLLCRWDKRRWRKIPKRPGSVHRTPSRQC
M5 antag: human M5 muscarinic receptor antagonists, primary screen, CHO cells, Fluo-8 calcium fluorescence. actives 0.59% (n = 360,000). Muscarinic acetylcholine receptor M5 (Homo sapiens), P08912. inhibition, % at 3 µM. CHO-hM5 cells, ACh EC80;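 active = inhibition above a per-plate cutoff, the mean of that plate's test compounds plus 3 SD, cut at about 27% in these data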;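 also: 0% = acetylcholine EC80 with DMSO and 100% = DMSO without agonist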
CHRM4 PAM: human M4 muscarinic receptor positive allosteric modulators, primary screen, CHO-K1 cells, Fluo-8 calcium fluorescence. Muscarinic acetylcholine receptor M4 (Homo sapiens), P08173. CHO-K1 hM4/Gqi5, ACh EC20; 0% = ACh EC20, 100% = maximal ACh. activation, % at 3 µM. actives 0.4% (n = 360,000). AID 624126, 2012;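 active = activation above its plate's cutoff, the mean activation of sample wells plus 3 SD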; also: some results filed as inactive read as strong as hits
M5 ag: human M5 muscarinic receptor agonists, primary screen, CHO-K1 cells, Fluo-8 calcium fluorescence; Muscarinic acetylcholine receptor M5 (Homo sapiens), P08912; CHO-K1 hM5 cells; 0% DMSO wells, 100% maximal acetylcholine response; activation, % at 3 µM; actives 0.19% (n = 360,000);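 active = activation above the run's mean over test compounds plus 3 SD, cut at about 23% in these data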;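 also: signal is peak over basal fluorescence ratio across the kinetic read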
M4 ag: human M4 muscarinic receptor agonists, primary screen, CHO-K1 cells, Fluo-8 calcium fluorescence. activation, % at 3 µM. AID 624127, 2012. CHO-K1 hM4/Gqi5; vehicle 0%, full acetylcholine response 100%. actives 0.14% (n = 360,000);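 active = activation above the run mean over all test wells plus 3 SD, cut at about 32% in these data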;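 also: peak over basal fluorescence ratio per well then scaled between controls; 0% = DMSO wells and 100% = acetylcholine at EC100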
M4 antag: human M4 muscarinic receptor antagonists, primary screen, CHO cells, Fluo-8 calcium fluorescence. CHO-hM4 cells, ACh EC80. inhibition, % at 3 µM. Muscarinic acetylcholine receptor M4 (Homo sapiens), P08173. actives 0.73% (n = 360,000);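 active = inhibition above its plate's cutoff, the mean inhibition of sample wells plus 3 SD, cut at about 27% in these data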;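 also: 0% = acetylcholine EC80 with DMSO and 100% = DMSO without agonist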
CRFR2-BP ag: agonists of CRF-BP/CRF-R2 complex, primary screen, cell-based, HEK293, calcium dye fluorescence, uHTS | CRF-binding protein / CRF receptor 2 complex (human) | calcium dye fluorescence (FLIPR); percent of saturating CRF peptide response | activation, % at 13.2 µM | actives 0.46% (n = 350,000) | AID 588473, 2011;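 active = activation of at least 50%, plus an integration ratio under a set limit after plate pattern correction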;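 also: plate controls were neutral control wells without compound for no effect and CRF at EC100 for full effect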
Numbers without * were called inactive.

SMILES | CRFBP-R2 block | CHRM5 PAM | M1 PAM | M5 antag | CHRM4 PAM | M5 ag | M4 ag | M4 antag | CRFR2-BP ag
O=C(NC(=S)Nc1ccccn1)c1cc(-c2ccccc2)nc2ccccc12 | -22 | -7 | -4 | 3 | -8 | 0 | 2 | 3 | -0.9
Cc1cc2c(=O)n(CC(=O)NCC(=O)N3CCN(Cc4ccccc4)CC3)cnc2s1 | -9 | -1 | 7 | -3 | 7 | -4 | 0 | -3 | -1.5
CC(C)(C)CN1C(=O)C(=O)NC[C@@H]1Cc1ccc(O)cc1 | 0 | 3 | 10 | 4 | 5 | 1 | 2 | 3 | 0.6
COC(=O)c1ccc(NC(=O)C2CC(=O)OC2c2ccccc2)cc1 (stereo not given) | 3 | 1 | 0 | 3 | 0 | 2 | 3 | -3 | -1.2
CCOc1ccccc1C(=O)n1nc2nc(C)cc(C)c2c1N | -5 | 2 | -5 | 1 | -4 | 2 | 0 | 7 | -2.3
O=C(O)c1ccccc1SCc1nc2ccccn2c1Br | 4 | 0 | 6 | 6 | 15 | -5 | 1 | -6 | 0.6
COC(=O)c1c(N)n(-c2ccc(NC(C)=O)cc2)c2nc3ccccc3nc12 | 12 | -3 | 1 | 1 | -5 | 0 | 1 | 2 | 0.6
CC(C)Sc1ncnc2[nH]ncc12 | -24 | 14 | 19 | 4 | 7 | 3 | 1 | -11 | -0.4
Cc1ccc(S(=O)(=O)N2CCCCC2)cc1NC(=O)c1ccncc1 | -8 | 5 | 9 | 2 | 5 | 5 | 0 | -9 | 0.3
CN(C)c1oc(-c2ccco2)nc1C#N | 6 | 4 | -6 | -1 | 4 | -1 | 1 | 8 | -0.9

One compound at a time, as listed above:
Cc1ccc(S(=O)(=O)N2CCCCC2)cc1NC(=O)c1ccncc1 in the list: CRFBP-R2 block = -8; CHRM5 PAM = 5; M1 PAM = 9; M5 antag = 2; CHRM4 PAM = 5; M5 ag = 5; M4 ag = 0; M4 antag = -9; CRFR2-BP ag = 0.3
O=C(O)c1ccccc1SCc1nc2ccccn2c1Br in the list: CRFBP-R2 block = 4; CHRM5 PAM = 0; M1 PAM = 6; M5 antag = 6; CHRM4 PAM = 15; M5 ag = -5; M4 ag = 1; M4 antag = -6; CRFR2-BP ag = 0.6

More compounds
SMILES | CRFBP-R2 block | CHRM5 PAM | M1 PAM | M5 antag | CHRM4 PAM | M5 ag | M4 ag | M4 antag | CRFR2-BP ag
COc1ccc(CN(C(=O)CSc2nnc(-c3ccccc3C)o2)c2ccc(F)cc2)cc1 | 0 | -11 | -6 | 6 | -11 | -1 | 5 | -11 | 4.2
COc1ccccc1CNC(=O)COc1ccc(S(=O)(=O)N2CCCC2)cc1 | -17 | 3 | 7 | 5 | 3 | -4 | 2 | -20 | -2.2
CCOc1cc(NC(=S)NC)c(OCC)cc1NC(=O)c1cccs1 | -3 | 3 | 7 | -2 | -6 | 4 | 0 | 10 | 0.5
CC(NC(=O)COC(=O)COc1ccc(C(=O)c2ccccc2)cc1)c1ccccc1 (stereo not given) | -2 | 4 | -5 | 2 | 0 | 5 | 19 | -10 | 0.8
CC(C)CCOC(=O)C(C)Sc1n[nH]c(=O)[nH]c1=O (stereo not given) | 4 | -9 | 3 | 12 | 7 | 2 | 0 | 7 | -1.2
CN(c1nc(-c2ccccc2)cs1)C1CCS(=O)(=O)C1 (stereo not given) | -1 | -2 | 7 | -4 | 1 | 1 | 2 | 1 | -3.0
COc1ccc(OCC(=O)Nc2ccc(C)cc2)cc1 | 6 | -5 | 5 | 8 | 10 | -3 | 1 | 19 | -0.4
Cn1nc(C(=O)NCC2COc3ccccc3O2)c2ccccc2c1=O (stereo not given) | -6 | -2 | -6 | 7 | -4 | 0 | 5 | 5 | -1.1
C=CCNC(=O)NC(=O)COC(=O)c1ccccc1Sc1ccc(C(F)(F)F)cc1[N+](=O)[O-] | -16 | 1 | -1 | -10 | 0 | 3 | 1 | -4 | 0.3
CC(=O)c1cc(Cl)ccc1OC(=O)c1ccco1 | 5 | 2 | 6 | 0 | 6 | -1 | -2 | 12 | 1.3
O=C1NCCN1Cc1cccc(Cl)c1 | -11 | 3 | 8 | -2 | 10 | -1 | 2 | -10 | -0.7
Cc1cccc(C)c1NC(=O)CSc1nnc(NC(=O)CN2CCOCC2)s1 | -5 | 4 | -7 | -10 | 10 | 2 | 1 | -3 | 4.1
CCOC(=O)C1CCN(C(=O)CN(c2ccc3c(c2)OCCO3)S(=O)(=O)c2ccccc2)CC1 | 1 | -2 | 10 | 7 | 10 | 1 | 3 | -19 | -1.1
Cc1ccc(C(=O)N/C(=C\c2ccco2)C(=O)NCCCn2ccnc2)cc1 | 17 | 2 | -5 | 5 | -9 | -2 | 2 | 19 | 1.8
CC(C)C[C@@H](CN1CCCC1CN1C(=S)NC[C@@H]1Cc1ccc(O)cc1)N1C[C@H](Cc2ccccc2)N(CC2CCCCC2)C1=S (stereo not given in full) | -6 | -2 | 4 | -11 | 7 | 2 | 0 | -17 | -0.7
CCc1c(C)nc(N2CCN(c3ccc(Cl)cc3)CC2)[nH]c1=O | -9 | -2 | 8 | -6 | -3 | 4 | 2 | 4 | 1.1
CC(O)c1nc2ccccc2n1C/C=C/c1ccccc1 (stereo not given) | -13 | 1 | 10 | -5 | 1 | 0 | 1 | 10 | -0.8
COc1ccc(CCn2c(S)nc3ccccc3c2=O)cc1 | 16 | 3 | 9 | -3 | 5 | 0 | 1 | -8 | 3.8
CC(Oc1ccc(Cl)cc1Cl)C(=O)NCCC1=CCCCC1 (stereo not given) | -40 | -4 | 2 | 6 | -3 | -3 | -2 | -2 | -0.6
O=C(c1ccco1)N1CCN(C(=O)c2ccc(CS(=O)c3ccc(Br)cc3)o2)CC1 (stereo not given) | 22 | -3 | 1 | -2 | -3 | 1 | 5 | -6 | 0.5
COc1cc(NC(=O)CSc2ccc(-c3ccco3)nn2)cc(OC)c1 | 8 | 4 | 5 | -12 | -1 | -1 | 6 | 4 | -0.8
CC1(C)OC(=O)CC1C(=O)NCc1ccccc1 (stereo not given) | -7 | 25* | -3 | 7 | 0 | -4 | 1 | -7 | 0.4
Cc1ccc(Nc2nc(N)c([N+](=O)[O-])c(NCc3ccccc3)n2)cc1 | -51 | 0 | 12 | 0 | 1 | 2 | -1 | -14 | 1.0
COc1ccc(/C=C(/C(=O)Nc2ccccc2C(=O)N2CCCC2)c2ccccc2)cc1 | -18 | -7 | -2 | 7 | -9 | -1 | 5 | 8 | -2.0
COc1ccc(C(C(=O)NC2CCCCC2)N(C(=O)c2ccco2)c2ccccc2C(C)=O)cc1OC (stereo not given) | 0 | -3 | 4 | 14 | -4 | -4 | 1 | 2 | -2.3
CNS(=O)(=O)c1cccc(C(=O)OCc2cc(=O)oc3c(C)c(O)ccc23)c1 | 10 | -12 | -7 | 10 | -4 | 5 | 13 | -3 | 14
Cc1ccc(S(=O)(=O)Nc2ccccc2CNc2c(C)n(C)n(-c3ccccc3)c2=O)cc1 | 20 | 0 | -10 | 0 | -8 | -6 | 3 | 14 | -0.1
CCOC(=O)C1(Cc2ccc(Cl)cc2)CCN(C(=O)c2cnc(C)cn2)CC1 | -6 | -7 | 8 | 10 | 6 | -3 | 2 | 9 | -1.0
Cc1cc(C(=O)NCc2cccnc2)cs1 | 13 | -4 | 4 | 6 | 5 | 1 | 2 | -4 | 1.9
CCc1nnc(NC(=O)c2ccc(C)o2)s1 | 29 | -7 | 3 | 3 | -7 | -2 | 1 | 3 | -2.0
CCOc1nnc(C)c2c(C)n(-c3ccc(Cl)cc3)nc12 | 18 | 10 | 15 | -5 | 17 | -3 | -3 | 13 | -0.7
O=C(OC(C(=O)NCc1ccc(F)cc1)c1ccccc1)c1ccco1 (stereo not given) | 10 | 3 | 6 | 7 | 2 | -3 | 1 | -5 | 0.1
CCCN(CCC)S(=O)(=O)c1ccc(C(=O)Nc2cc3oc4ccccc4c3cc2OC)cc1 | -2 | 2 | -6 | -2 | 4 | -2 | 1 | 5 | -0.9
CCOc1ccc(S(=O)(=O)Nc2cccc(C(=O)N3CCN(c4ccccn4)CC3)c2)cc1 | 0 | -2 | -7 | -5 | -9 | 5 | 14 | -8 | -0.2
CC(C)n1cc(CN2CCN(C)C(CCO)C2)c2ccccc21 (stereo not given) | -1 | 0 | 5 | 3 | 2 | -1 | 0 | 1 | 1.9
O=C(Nc1cccnc1)c1cc(Cl)ccc1Cl | 7 | -1 | 21 | 15 | -3 | -5 | 0 | 8 | -2.1
CCn1c(Cn2nnc(-c3ccccc3)n2)nnc1SCC(=O)Nc1ccc(N(C)C)cc1 | -4 | -7 | -9 | 4 | 9 | 1 | 2 | -1 | -1.9
Cc1cc(C)n(S(=O)(=O)c2cc(Cl)ccc2Cl)n1 | 24 | -1 | 4 | 1 | -4 | -4 | -1 | 0 | 2.0
O=C(N/N=C/c1cc([N+](=O)[O-])cc(Br)c1O)C12CC3CCC(CC(C3)C1)C2 | -30 | 3 | 2 | 1 | -2 | 4 | 0 | 2 | 117*
Cc1ccc(NC(=S)NC(=O)c2ccc(-c3ccc(Cl)cc3)o2)c(O)c1 | -10 | -2 | 6 | -3 | 11 | -1 | 0 | -4 | -0.2
CC(=O)c1cc2c(cc1F)C(C)(C)CCC2(C)C | -17 | 9 | 2 | 8 | 4 | 0 | -1 | 2 | -1.1
O=C(NCc1ccncc1)C(=O)C1C(=O)Nc2ccccc21 (stereo not given) | -3 | 5 | 9 | 8 | -1 | 0 | 0 | 2 | -0.2
Cc1ccc(C)c(NC(=O)COC(=O)c2ccc3c(c2)OCO3)c1 | -9 | -8 | 13 | 6 | -3 | -1 | 1 | 0 | -0.2
COc1cc(/C=C(/C#N)C(=O)Nc2ccccc2)ccc1OCc1ccc(C(=O)O)cc1 | -18 | -12 | -8 | 5 | -6 | 4 | 3 | -5 | -1.1
CCC(C)NC(=S)N1CCN(Cc2ccc3c(c2)OCO3)CC1 (stereo not given) | -6 | -6 | 18 | 1 | 5 | -4 | 1 | -2 | -5.7
COCCN=c1scc(-c2ccco2)n1/N=C/c1ccc(O)c(O)c1O | 0 | 1 | 2 | -3 | 6 | 2 | 4 | -10 | 13
O=C1NN(c2ccc(F)cc2)C(=O)/C1=C\C=C\c1ccco1 | 31 | -5 | -6 | 4 | -9 | 0 | 0 | 14 | -2.1
COc1ccc(C(CNC(=O)c2cccc(S(=O)(=O)Nc3ccccc3OC)c2)N2CCCC2)cc1 (stereo not given) | -2 | -2 | 0 | 9 | 7 | -5 | 2 | -6 | 0.5
COc1ccc(CCC(=O)Nc2cc3c4c(c2)CC(=O)N4CCC3)cc1 | 8 | 2 | 8 | 3 | 16 | 4 | 3 | -5 | -1.4
CC[C@@H]1CCCCc2ccccc2[C@H](C(=O)C[C@H](O)CC(C)=O)OC1=O | 51* | 1 | 8 | -6 | -3 | 0 | 1 | -4 | 1.2
